TDP1 block: TDP1 (human) enzyme inhibition. recombinant TDP1, AlphaScreen DNA substrate cleavage. Potency, µM (highest dose often 130 µM), inactives show at the highest dose activity change, negative = inhibition, actives largely listed as inhibitors. Q9NUW8. AID 485290. hit rate 0.28% among 350,000; also: nearly all actives have a fitted effect of over 40% in size
Target sequence (Q9NUW8 whole entry, looked up): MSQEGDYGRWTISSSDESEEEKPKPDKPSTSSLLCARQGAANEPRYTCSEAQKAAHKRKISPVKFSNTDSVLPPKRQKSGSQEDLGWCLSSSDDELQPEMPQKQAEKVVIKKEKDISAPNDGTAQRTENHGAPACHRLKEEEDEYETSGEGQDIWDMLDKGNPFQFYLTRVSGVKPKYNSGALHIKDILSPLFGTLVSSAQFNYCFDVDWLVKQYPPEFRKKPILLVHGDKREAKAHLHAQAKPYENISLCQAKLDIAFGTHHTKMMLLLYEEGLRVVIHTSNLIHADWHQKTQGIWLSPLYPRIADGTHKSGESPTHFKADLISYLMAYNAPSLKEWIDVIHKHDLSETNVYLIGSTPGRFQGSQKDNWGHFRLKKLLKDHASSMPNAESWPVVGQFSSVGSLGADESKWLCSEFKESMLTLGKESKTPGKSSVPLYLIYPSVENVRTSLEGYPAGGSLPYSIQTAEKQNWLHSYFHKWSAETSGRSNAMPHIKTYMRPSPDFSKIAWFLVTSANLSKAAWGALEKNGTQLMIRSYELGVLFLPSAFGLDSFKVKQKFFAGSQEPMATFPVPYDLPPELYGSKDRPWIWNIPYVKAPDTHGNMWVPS
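E. coli-derived human Tdp1, 1 nM final. Cpd preinc 15 min RT; substrate 15 nM final, 5 min RT; AS bead mix 10 ug/ml final, 10 min RT. Signal loss = tyrosine-FITC cleavage. No-enzyme wells = max signal.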
N370S GC: N370S glucocerebrosidase modulation, Gaucher chaperone candidate; P04062; N370S GC spleen homogenate, 4MU-glucoside fluorescence; Potency, µM (top dose mostly 59.4 µM), inactives show top-dose activity change, negative = inhibition, most hits filed as inhibitors; hit rate 0.092% among 330,000; AID 2101;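 also: 0% = full enzyme activity and -100% = no enzyme basal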
TDP1 cell noCPT: qHTS for Inhibitors of human tyrosyl-DNA phosphodiesterase 1 (TDP1): qHTS in cells in absence of CPT; hit rate 15% among 420,000; DT40 Tdp1-/- hTDP1 cells, no CPT, ATP luminescence, 48 h; Potency, µM (highest dose often 46.2 µM), without a hit: top-dose activity change, negative = growth inhibition, hits mostly inhibitors; AID 686978, 2013; also: nearly all actives have a fitted effect of over 55% in size
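Cells were dispensed at 400 per well, compounds added by pin tool, plates incubated ≥48 hr at 37 °C, then CellTiter-Glo added for 30 min at room temperature before luminescence reading. Line: DT40 Tdp1-/- complemented with hTDP1; camptothecin omitted.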
Numbers without * were called inactive; u = inconclusive; x = no result given; & = joins results of further samples; [ ] = dose if it differs, or a comment. Calls follow the shape of the dose curve; as a rule, active = well fitted curve in the direction sought with a large enough effect; inconclusive = small, poorly fitted or top-dose-only effect, or another doubt; inactive = no such curve, though single readings can be large; an effect the other way counts as inactive or inconclusive. Unless noted, % is scaled to controls: 0 for no effect and ±100 for the full control effect; potency is read from the fitted curve at half-maximal effect.

SMILES	TDP1 block	N370S GC	TDP1 cell noCPT
Cc1ccc(NC(=O)COC(=O)CN2C(=O)NC(C)(C)C2=O)cc1S(=O)(=O)N1CCOCC1	3%	-16%	-7%
COc1cc(NC(=O)c2cc(-c3ccc(C)cc3)on2)cc(OC)c1OC	x	0%	u
COc1ccc(C)cc1S(=O)(=O)N(C)CC(=O)NC1CCCCCC1	-5%	-3%	-9%
COc1ccc(NC(=O)CN2CCOCC2)cc1	-8%	4%	-10%
Cc1cc2cc(CN(Cc3ccc4c(c3)OCO4)Cc3nnnn3C3CCCC3)c(=O)[nH]c2cc1C	6%	17%	13µM*
O=C(CSc1nnc(Cc2ccccc2)n1C1CCCCC1)N1CCOCC1	5%	-2%	-19%
COc1cc(/C=N/NC(=O)c2nc(C)cc(C)n2)ccc1O	-3%	-12%	-24%
COc1ccc(-n2c(Cc3cccn3C)nnc2SCC(=O)Nc2cc(C)cc(C)c2)cc1	8%	1%	-2%
CCCc1c(C)nc2ccc(OC)cc2c1SCCC(=O)O	6%	-19%	8.2µM*
O=C(CCCCC(=O)Nc1c(I)cc(I)c(C(=O)O)c1I)Nc1c(I)cc(I)c(C(=O)O)c1I	5%[56.1 µM]	0%[21.6 µM]	-3%&0%
COC(=O)c1ccc(=O)n(CC(=O)c2ccc(Cl)cc2)c1	0%	-1%	-3%
CSc1n[nH]c(NCc2cccs2)n1	1%	4%	-9%
CCOc1ccc(CCNC(=O)CN2C(=O)COc3ccc(S(=O)(=O)N4CCCC4)cc32)cc1	5%	x	u
Nc1c(C(=O)O)sc2nc(-c3ccc(F)cc3)cc(-c3ccccc3)c12	1%	7%	u
COc1cc(NC(=O)CCCNC(=O)Cn2cnc3sc4c(c3c2=O)CCCC4)cc(OC)c1OC	-4%	-1%	-2%
CC(=O)c1ccc(N2CCN(C(=O)c3ccco3)CC2)c(F)c1	-8%	4%	u
COc1ccc(N(CC(=O)NCc2ccc3c(c2)OCO3)S(=O)(=O)c2ccccc2[N+](=O)[O-])c(OC)c1	3%	-27%	u
CC1(C)OC(C)(C)/C(=C/Nc2ccccc2)C1=O	3%	-18%	-10%
Cc1cccc(-c2ncc(CN3CCC(CO)(CCCc4ccccc4)CC3)cn2)c1	1%	-12%	23µM*
CCN(CC)c1ccc(C=Nc2ccc(N(C)C)cc2)c(O)c1	12%	-18%	16µM*
O=C(N/N=C/c1cccnc1)c1ccc2c(c1)OCO2	x	-2%	11%
CCCCc1cc2c(c(NC(C)=O)n1)c(=O)oc1ccccc12	0%	-2%	x
NC(=O)CCn1nc(-c2ccc(Cl)cc2)c2ccccc2c1=O	5%	2%	u
COc1ccc(N(C)S(=O)(=O)c2cccc3nsnc23)cc1	-1%	5%	-18%
CC(C)NCC(O)COCc1ccc(Cl)cc1 (configuration not stated)	2%	-7%	-6%
Cc1ccc(C)c(NCc2n[nH]c(=S)n2-c2ccccc2)c1	3%	3%	u
CCN(c1ccccc1)S(=O)(=O)c1ccc(C(=O)Nc2cccc(C)n2)cc1	0%	x	12µM*
COc1cccc(NC(=O)C(C)n2c(=O)cc(C(F)(F)F)c3c(C)nn(C)c32)c1 (configuration not stated)	5%	x	18µM*
COC(=O)Cc1[nH]n(-c2nc3ccccc3s2)c(=O)c1C(C)=Nc1ccc(C)cc1	-12%	-25%	u
Cc1cc(C)nc(N2CCN(CC(=O)NCc3ccccc3)CC2)n1	-1%	1%	-12%
FC(F)Sc1nc(-c2ccccc2)c(-c2ccccc2)n1C(F)F	0%	9%	-28%
COc1ccc(Nc2c3c(nc4ccc(NC(=O)c5cc(Cl)ccc5OC)cc24)CCCC3)cc1OC	6%	x	0.82µM*
OCCN1CCN(CC(O)COCC2COc3ccccc3O2)CC1 (configuration not stated)	4%	0%	-3%
CCCCc1ccc(NC(=O)CSc2nc(=O)n(CCN(CC)CC)c3c2CCCC3)cc1	1%	u	23µM*
O=C(COc1ccc(Br)cc1)N1CCc2ccccc21	5%	20%	1%
O=C(Cn1c(=O)oc2ccccc21)Nc1ccc(Br)cc1	x	0%	-2%
CCc1cc(C(=O)NCC(C)(C)N2CCOCC2)sc1C	0%	-16%	-24%
CCN1CCN(C(c2ccccc2F)c2nnnn2Cc2ccc3c(c2)OCO3)CC1 (configuration not stated)	0%	1%	-6%
Cc1ccc(C(O)(c2ccccc2)c2ccccc2C(C)N(C)C)c(C)c1 (configuration not stated)	2%	-15%	18µM*
O=S(=O)(c1ccc(-c2cnc(C3CC3)o2)cc1)N1CCN(c2ccc(F)cc2)CC1	9%	x	0.41µM*
CCOC(=O)c1c(-c2ccc(C)cc2)csc1NC(=O)CCN1CC(C)OC(C)C1 (configuration not stated)	-6%	1%	26µM*
O=C1c2ccccc2NC(c2ccc3c(c2)OCCO3)N1c1ccc2c(c1)OCCO2 (configuration not stated)	-3%	12%	-24%
COc1ccccc1C(=O)NCc1nc2cccnc2n1Cc1ccc(F)cc1	4%	x	u
CCCOc1cccc(OCCSc2nc(C)cc(=O)[nH]2)c1	2%	11%	-18%
O=C(O)c1cccc(-c2ccc(/C=N/NC(=O)C3COc4ccccc4O3)o2)c1 (configuration not stated)	u	0%	-28%
O=C(CCC(=O)N1CCN(c2ccc(Cl)c(Cl)c2)CC1)c1ccccc1	0%	-9%	18µM*
CN(C)C(=O)CCc1ccc2c3c([nH]c2c1)[C@]1(CCC2CCCC2)[C@@H](C(=O)N2CCOCC2)C[C@H](CC(=O)NCC24CC5CC(CC(C5)C2)C4)C(=O)N1CC3	3%[56.1 µM]	x	23µM*
COc1ccc(CC(=O)Nc2cccc(C(=O)NN3C(=O)c4ccccc4C3=O)c2C)cc1	8%	-1%	-6%
CCO[C@@H]1OC(C(=O)NCc2nc3ccccc3[nH]2)=C[C@H](C2CCCCC2)[C@H]1CCCO	5%	-7%	u
CCOc1ccc(OCc2ccc(C(=O)NCc3ccncc3)o2)cc1	7%	-2%	-30%
CSc1cccc(NC(=O)c2[nH]c(C)c(C(C)=O)c2C)c1	x	-5%	u
COc1cc(/C=C2\NC(=S)N(C)C2=O)ccc1OCc1ccccc1F	x	-17%	-24%
CC1=C(C(=O)OCc2ccccc2)C(c2ccc([N+](=O)[O-])cc2)NC(=O)N1CCCC(=O)O (configuration not stated)	x	5%	-18%
COc1ccc(CNC(=O)Cn2ccc3cc(S(=O)(=O)N4CCCCCC4)ccc32)c(OC)c1	3%	x	u
CN(C)S(=O)(=O)c1ccc(C(=O)Nc2nnc(SCc3cccc4ccccc34)s2)cc1	5%	1%	-19%
Cc1ccc(CNC(=O)CSc2nc3c(sc4ccccc43)c(=O)n2CCCOC(C)C)cc1	0%	x	u
COc1cc(C#N)c(NC(=O)CN2CCN(CCO)CC2)cc1OC	-5%	-1%	-7%
CN(C)c1ccc(CN(CC2CCCO2)C(=O)COc2ccccc2Cl)cc1 (configuration not stated)	9%	x	18µM*
COc1ccc(/C=N/NC(=O)C(C)Sc2ccccn2)cc1[N+](=O)[O-] (configuration not stated)	3%	-6%	u
O=C(CC1CCC1)NC(c1ccccc1)c1ccccc1	-3%	10%	-17%

An excerpt from above, reduced to TDP1 cell noCPT:
Structure | TDP1 cell noCPT
CSc1cccc(NC(=O)c2[nH]c(C)c(C(C)=O)c2C)c1 | u
COc1cc(/C=C2\NC(=S)N(C)C2=O)ccc1OCc1ccccc1F | -24%

The listing continues:
SMILES	TDP1 block	N370S GC	TDP1 cell noCPT
Cc1nc(Nc2cccc(O)c2)c2oc3ccccc3c2n1	x	-14%	13µM*
NC(N)=Nc1nc(CCN2C(=O)c3ccccc3C2=O)cs1	-4%	2%	-23%
O=C(NC(Cc1ccccc1)C(=O)O)/C(=C/c1ccc(Cl)cc1)NC(=O)c1ccccc1 (configuration not stated)	2%	4%	10%
CN(C)S(=O)(=O)c1cccc(-c2csc(=Nc3ccccc3)n2CCCN2CCOCC2)c1	7%	-4%	u
Cc1c(C)n(Cc2ccccc2)c2ccc(C(=O)NCC(C)c3ccccc3)cc12 (configuration not stated)	8%	x	u
O=C(O)CCC(=O)NNC(=O)c1ccc([N+](=O)[O-])cc1	3%	-3%	u
CCOC(=O)c1c(-c2ccccc2)csc1NC(=O)CSc1nnc(C)s1	0%	-11%	u
CCOC(=O)c1sc2nc(C)nc(N3CCN(S(=O)(=O)c4ccccc4)CC3)c2c1C	2%	x	6.5µM*
Cn1c(Cl)cnc1C(O)(c1ccccc1)c1ccccc1	5%	2%	u
CC(=O)c1c(C)[nH]c(C(=O)COC(=O)c2cc(S(=O)(=O)N(C)c3ccccc3)ccc2Cl)c1C	1%	25%	u
O=C(O)Cc1ccc(C(=O)c2ccc(Cl)cc2)s1	4%	20%	-9%
CCN(CC)S(=O)(=O)c1ccc(Nc2ccc(-c3ccc4c(c3)OCCO4)nn2)cc1	0%	2%	u
CC(C)(C)c1cc(C(=O)NNc2ccc(OC(F)(F)F)cc2)n(Cc2ccccc2)n1	3%	0%	u
O=C(CSc1nnc2ccccn12)NCCN1C(=O)CSC1=O	-1%	3%	1%
O=[N+]([O-])c1cc(/C=N/NC(=S)Nc2ccccc2Cl)ccc1Cl	3%	3%	12µM*
O=C(CCN1C(=O)C2CC=C(Cl)CC2C1=O)N1CCCCC1 (configuration not stated)	6%	-2%	-10%
COc1cccc(N2CCN(c3ccc4nnc(CCC(=O)Nc5ccc(F)cc5)n4n3)CC2)c1	5%	4%	u
COCCNc1cc(-c2ccccc2CN(C)C)ncn1	-7%	4%	16%
Cc1cc(OCc2cc(C(=O)N(C)CCc3cnn(C)c3)no2)cc(C)c1Cl	1%	4%	21µM*
CC(C)COCC(O)CCC(=O)NNC(=S)Nc1ccccc1 (configuration not stated)	0%	0%	u
COc1cccc(OC)c1C(=O)NC(C)c1ccccc1 (configuration not stated)	-8%	3%	-1%
Cc1cc(C)cc(NC(=O)Cn2cc(C=O)c3ccccc32)c1	2%	-7%	u
N#CCCN(C(=O)COC(=O)c1ccc2c(=O)n3c(nc2c1)CCC3)c1ccccc1	5%	6%	u
Cc1cc(C(=O)OCC(=O)Nc2nnc(C(C)C)s2)c2ccccc2n1	0%	22%	-1%
O=C(NCCc1ccc(Cl)cc1)c1nnc(Cc2ccc(Cl)cc2)o1	0%	-2%	-8%
Cc1nnsc1-c1nc2ccccc2[nH]1	4%	5%	-6%
OCCC1CN(Cc2cnc(-c3ccccc3)s2)CCN1C1CCCCC1 (configuration not stated)	6%	-1%	u
O=C(O)C1(c2ccccc2)CCN(S(=O)(=O)c2ccc(Cl)cc2)CC1	x	0%	7%
COc1ccc(S(=O)(=O)Nc2noc3ccccc23)cc1OC	x	0%	6%
COc1ccc(-c2cn3cc(C(=O)NN)ccc3n2)cc1	3%	-3%	u
CCN(CC)c1ccc2c(c1)C(=O)N(C)C2=O	-8%	12%	-30%
Cc1nn(CCC(=O)NNC(=S)NCC(C)C)c(C)c1Br	6%	6%	6.5µM*

Of the compounds above, these have an aryl thioether with sulfur outside any ring:
SMILES	TDP1 block	N370S GC	TDP1 cell noCPT
O=C(CSc1nnc(Cc2ccccc2)n1C1CCCCC1)N1CCOCC1	5%	-2%	-19%
COc1ccc(-n2c(Cc3cccn3C)nnc2SCC(=O)Nc2cc(C)cc(C)c2)cc1	8%	1%	-2%
CCCc1c(C)nc2ccc(OC)cc2c1SCCC(=O)O	6%	-19%	8.2µM*
CSc1n[nH]c(NCc2cccs2)n1	1%	4%	-9%
FC(F)Sc1nc(-c2ccccc2)c(-c2ccccc2)n1C(F)F	0%	9%	-28%
CCCCc1ccc(NC(=O)CSc2nc(=O)n(CCN(CC)CC)c3c2CCCC3)cc1	1%	u	23µM*
CCCOc1cccc(OCCSc2nc(C)cc(=O)[nH]2)c1	2%	11%	-18%
CSc1cccc(NC(=O)c2[nH]c(C)c(C(C)=O)c2C)c1	x	-5%	u
CN(C)S(=O)(=O)c1ccc(C(=O)Nc2nnc(SCc3cccc4ccccc34)s2)cc1	5%	1%	-19%
Cc1ccc(CNC(=O)CSc2nc3c(sc4ccccc43)c(=O)n2CCCOC(C)C)cc1	0%	x	u
COc1ccc(/C=N/NC(=O)C(C)Sc2ccccn2)cc1[N+](=O)[O-] (configuration not stated)	3%	-6%	u
CCOC(=O)c1c(-c2ccccc2)csc1NC(=O)CSc1nnc(C)s1	0%	-11%	u
O=C(CSc1nnc2ccccn12)NCCN1C(=O)CSC1=O	-1%	3%	1%

Source: PubChem BioAssay

An excerpt; the hit share may differ from the screen's.
